# Source: PubChem
# Integrin act MD – integrin-mediated muscular dystrophy alleviation activation. AID 624291. actives 0.064% (n = 350,000). Potency, µM (highest dose often 38.3 µM), inactives show at the top dose activation, actives largely listed as activators. alpha7betagal myoblasts, beta-gal FDG fluorescence, 48 h;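 also: potency is read from the fitted curve at half-maximal effect; 100% = response of the positive control SU9516; nearly all actives have a fitted effect of over 60% in size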
#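 Alpha7betagal+/- myoblasts (passage 13) were plated 16-24 hr, then exposed to compounds (1:260 dilution of DMSO stock) for 48 hours at 37C. After MPER lysis, β-galactosidase reporter activity was read as FDG fluorescence (ex 480/em 540) after 30 minutes.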
# Tb PFK inh – T. brucei PFK enzyme inhibition. O15648. T. brucei PFK, ADP-Glo luminescence. Potency, µM (titrated, usually from 57.5 µM), inactives show at the top dose activity, negative = inhibition, usual class: inhibitors. actives 0.17% (n = 330,000). AID 485367;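 also: potency is read from the fitted curve at half-maximal effect; 0% = uninhibited 1x PFK enzyme wells and -100% = no-enzyme wells; nearly all actives have a fitted effect of over 60% in size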
#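 ADP-Glo luminescence quantified ADP after 45 min at room temperature, with 1.25 nM T. brucei PFK, 0.1 mM ATP and 0.5 mM fructose-6-phosphate in pH 8.0 TEA buffer. qHTS titrations up to 57 µM; curves classified by quality.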
# Eya2 phos inh – inhibitors of human Eya2 phosphatase activity. O00167. recombinant Eya2, OMFP fluorescence dephosphorylation (OMFP is methylfluorescein phosphate). Potency, µM (titrated, usually from 76.9 µM), without a hit: at the highest dose activity, negative = inhibition, usual class: inhibitors. actives 0.006% (n = 330,000). AID 488837; also: potency is read from the fitted curve at half-maximal effect; % is scaled to controls: 0 for no effect and ±100 for the full control effect
# Target sequence (O00167 whole entry, looked up): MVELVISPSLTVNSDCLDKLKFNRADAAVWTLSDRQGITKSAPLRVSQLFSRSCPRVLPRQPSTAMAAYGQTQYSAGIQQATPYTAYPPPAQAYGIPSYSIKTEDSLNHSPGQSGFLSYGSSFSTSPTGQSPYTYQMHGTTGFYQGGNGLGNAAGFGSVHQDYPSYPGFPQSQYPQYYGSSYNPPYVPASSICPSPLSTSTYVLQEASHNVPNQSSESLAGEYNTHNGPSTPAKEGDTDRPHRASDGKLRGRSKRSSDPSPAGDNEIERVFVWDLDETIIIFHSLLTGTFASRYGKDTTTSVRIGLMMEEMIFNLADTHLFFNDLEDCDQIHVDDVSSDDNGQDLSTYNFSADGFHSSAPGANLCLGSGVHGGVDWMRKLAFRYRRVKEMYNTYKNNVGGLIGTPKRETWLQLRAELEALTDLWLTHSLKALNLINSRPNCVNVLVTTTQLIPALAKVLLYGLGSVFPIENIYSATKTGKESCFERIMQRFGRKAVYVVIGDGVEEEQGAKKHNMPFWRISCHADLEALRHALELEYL
#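 Eya2 (0.2 uM) preincubated 10 min at ambient with compound, then OMFP substrate added at 50 uM; 10 min reaction in 50 mM HEPES pH 7.5, 50 mM NaCl, 5 uM MgCl2, 0.05% BSA, 1 mM DTT. Fluorescence read at Ex 485/Em 525 nm.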
# TSG101-PTAP inh – blocks PTAP/TSG101 interaction to inhibit HIV-1 budding; Potency, µM (doses to about 115 µM), for inactives: at the highest dose activity change, negative = inhibition, usual class: inhibitors; 340,000 tested, under 10 active; Fluorescence polarization, FITC-PTAP peptide / Tsg101 binding; AID 493005; Q99816; active = well fitted inhibition curve with a large enough effect in the main read-out, with a control signal flat, not every such curve was filed as active; inconclusive = small, poorly fitted or top-dose-only effect, or effect the other way, or a change in a side signal; inactive = no such curve, though single readings can be large or run the other way; also: potency is read from the fitted curve at half-maximal effect; % of control where 0% means no effect
# Target sequence (Q99816 whole entry, looked up): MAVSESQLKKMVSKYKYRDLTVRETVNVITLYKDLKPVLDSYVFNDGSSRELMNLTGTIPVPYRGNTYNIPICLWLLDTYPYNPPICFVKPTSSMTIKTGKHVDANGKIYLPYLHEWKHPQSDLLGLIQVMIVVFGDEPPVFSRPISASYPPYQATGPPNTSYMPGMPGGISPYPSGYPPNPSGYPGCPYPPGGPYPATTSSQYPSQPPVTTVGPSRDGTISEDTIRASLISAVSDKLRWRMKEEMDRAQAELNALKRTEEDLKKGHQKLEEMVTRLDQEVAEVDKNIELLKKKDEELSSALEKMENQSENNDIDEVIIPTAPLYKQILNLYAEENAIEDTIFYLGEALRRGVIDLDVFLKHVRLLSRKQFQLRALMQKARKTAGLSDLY
#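 Tsg101 binding domain (10 uM final) was mixed with compound and a FITC-labeled PTAP peptide (50 nM final) in HEPES pH 7.5 buffer with NaCl, Tween 20, EDTA and TCEP; fluorescence polarization was read after 20 min at r.t.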
# A-T KAP1 phos – potential ataxia-telangiectasia treatment; […] A-T fibroblasts, KAP-1 phosphorylation AlphaLISA; neocarzinostatin DNA damage 30 min before lysis; Potency, µM (titrated, usually from 57.5 µM), inactives show at the highest dose activation, usual class: activators; actives 0.19% (n = 320,000); AID 485349; also: potency is read from the fitted curve at half-maximal effect; % of control where 0% means no effect; nearly all actives have a fitted effect of over 45% in size
#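 ATM-like activity read as KAP-1 phosphorylation via AlphaLISA donor/acceptor antibody pairs after lysis and 6 hr at 25C. Cells were ATM-null patient fibroblasts ([…], hTERT), dosed 60 min, then exposed to the DSB inducer NCS for 30 min.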
# Chronic BCR inh – inhibitors of chronic active B-cell receptor signaling. Potency, µM (series often up to 46.1 µM), without a hit: top-dose ratio change, negative = lower green/red ratio, most hits filed as inhibitors. AID 493014. ABC-DLBCL IkBa-CBG/CBR reporter, luminescence ratio, 4 h. actives 0.05% (n = 340,000); active = well fitted inhibition curve with a large enough effect in the signal ratio, with a control signal flat, not every such curve was filed as active; inconclusive = small, poorly fitted or top-dose-only effect, or effect the other way, or a change in a side signal; the % refers to the signal ratio;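 also: potency is read from the fitted curve at half-maximal effect; plate controls were basal doxycycline-induced cells for no effect and cells given 10 µM MG132 for full effect; MG132 reads +100%, hits lower the ratio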
#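 TMD8 human ABC-DLBCL cells with doxycycline-inducible IκBα–green luciferase fusion and unfused red luciferase, in 0.5% FBS medium; compounds up to 46 uM, 4 h at 37C. Green/red luminescence ratio, filter-overlap corrected, fitted to concentration-response curves.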
# ELG1 DNA repair – ELG1-dependent DNA repair inhibition. HEK293T ELG1-luciferase reporter, luminescence, 16 h; DNA damage induced by 5-fluorouridine. Potency, µM (top dose mostly 46.1 µM), for inactives: at the top dose activity change, negative = inhibition, hits mostly inhibitors. actives 2.3% (n = 330,000). AID 504467; also: potency is read from the fitted curve at half-maximal effect; % is scaled to controls: 0 for no effect and ±100 for the full control effect; nearly all actives have a fitted effect of over 55% in size
#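 Overnight (16 hr) co-exposure of 2,000 cells/well to 5-fluorouridine and compound at 37 °C preceded detection. Luciferase was quantified via ONE-Glo luminescence; loss of signal denotes inhibition.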
# Mito fusion yeast – inhibitors of mitochondrial division or activators of mitochondrial fusion; S. cerevisiae fusion-defective mutant growth rescue, CellTiterGlo 48 h; Potency, µM (doses to about 46.1 µM), for the others: at the highest dose growth rescue (activation), usual class: activators; actives 0.23% (n = 320,000);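 also: potency is read from the fitted curve at half-maximal effect; % of control where 0% means no effect; nearly all actives have a fitted effect of over 45% in size; temperature-sensitive fusion mutants such as fzo1-1 at 37 °C on non-fermentable ethanol glycerol medium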
#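 Temperature-sensitive fusion-defective S. cerevisiae (e.g. fzo1-1, mgm1-5) were grown with compound in YPEG medium (3% ethanol, 3% glycerol) for 48 hours at 37C. Growth rescue was measured as viability by CellTiterGlo luminescence after 10 minutes at ambient.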
# ASM inhibitor – human S-ASM enzyme inhibition. placental ASM, HMU-PC fluorogenic substrate, 60 min. Potency, µM (top dose mostly 57.5 µM), inactives show at the highest dose activity change, negative = inhibition, usual class: inhibitors. actives 0.006% (n = 340,000). AID 504937; also: potency is read from the fitted curve at half-maximal effect
#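 Fluorogenic HMU-PC substrate (9 uM final) is turned over by placental ASM in 60 min at 37 C after a 10 min compound preincubation. Reaction ended by alkaline stop (pH 10), with fluorescence read at 386/447 nm.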
# TCR act – T cell receptor activation. primary human leukocytes, anti-CD3, IL-2 HTRF, 48 h. Potency, µM (titrated, usually from 9.22 µM), for the others: top-dose activation of IL-2 secretion, hits mostly activators. 330,000 tested, under 10 active; also: % of control where 0% means no effect
#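 HTRF read-out of IL-2 secretion: europium cryptate donor excited at 320nm, d2 acceptor emission at 665nm. Cells were primary human leukocytes incubated 48 hr with compounds and a-CD3 beads, supplying TCR signal only.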
# TSHR antag – antagonists of human thyroid stimulating hormone receptor; activity change, negative = inhibition, % at 11.5 µM; TSHR-expressing cells, TSH-stimulated cAMP HTRF, 2 h; hits give low values; AID 504810; P16473; actives 0.2% (n = 330,000);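 active = activity change below a set negative limit, meaning inhibition stronger than a set level, cut at about -70% in these data; inconclusive = activity change between two set negative limits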; also: % is scaled to controls: 0 for no effect and ±100 for the full control effect
#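 Antagonism was scored as loss of TSH-driven cAMP in TSHR cells, stimulated with 4nM TSH (EC80) for 2 hours at 37 deg C and detected by homogeneous HTRF competition immunoassay.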
# Starred values were filed as active, the others as inactive; ? = inconclusive; . = not tested or not shown; [ ] = dose if it differs, or a comment. Unless noted, calls follow the shape of the dose curve; as a rule, active = well fitted curve in the direction sought with a large enough effect; inconclusive = small, poorly fitted or top-dose-only effect, or another doubt; inactive = no such curve, though single readings can be large; an effect the other way counts as inactive or inconclusive.
Molecule	Integrin act MD	Tb PFK inh	Eya2 phos inh	TSG101-PTAP inh	A-T KAP1 phos	Chronic BCR inh	ELG1 DNA repair	Mito fusion yeast	ASM inhibitor	TCR act	TSHR antag
O=C(C1CCC1)N1CCc2cc(S(=O)(=O)NCc3ccco3)ccc21	15%	10%	-1%	-2%	-4%	1%	-15%	9%	0%	-7%	-7
CC(=O)NCCOc1nc(N2CCCCC2)nc(N2CCCCC2)n1	7%	-2%	2%	0%	2%	?	8%	3%	0%	5%	-11
CN(C1CCS(=O)(=O)C1)S(=O)(=O)c1ccc(N2CCCC2=O)cc1 (configuration not stated)	4%	0%	8%	-3%	-1%	11%	-6%	-2%	1%	-5%	-3
C=CCn1c(SCC(=O)c2ccc(Cl)s2)nc2ccccc2c1=O	-12%	0%	-10%	-1%	6%	-2%	-6%	7%	-15%	2%	-16
O=c1c2ccccc2nc(/C=C/c2ccc([N+](=O)[O-])cc2)n1CCCO	2%	1%	-3%	3%	-4%	-7%	18µM*	?	-1%	-7%[46.1 µM]	0
Cc1cccc(C)c1Nc1nnc(SCC(=O)NCCCN2CCCC2=O)s1	-5%	0%	-14%	-6%	6%	0%	-7%	.	5%	-2%	-2
COc1ccc(NC2=C(C(C)=O)C(c3ccc(OC)cc3)C(C(C)=O)C(C)(O)C2)cc1 (configuration not stated)	-2%	-4%	-3%	0%	-4%	9%	10%	-1%	-4%	-1%	-10
Cc1cc(C(=O)Nc2ccc(N3CCOCC3)c3nonc23)ccc1[N+](=O)[O-]	-38%	2%	-5%	-3%	-9%	?	-6%	2%	-2%	4%	-2
Cc1ccc(SCCNC(=O)c2ccccc2C)cc1	-9%	-3%	-5%	2%	4%	?	-2%	7%	-1%	7%	-14
Cc1cccc(OCCNS(=O)(=O)c2ccc(Cl)cc2)c1	-15%	0%	-9%	-3%	2%	1%	4%	4%	-2%	-4%	15
Cc1ncc(CO)c(/C=N/Nc2cccc(Cl)n2)c1O	-43%	-19%	-3%	-1%	-15%	7%	?	5%	404%[activator]	0%	1
O=C(NC1CCCc2ccccc21)C(Cc1ccccc1)NS(=O)(=O)c1cccs1 (configuration not stated)	-3%	-2%	-18%	1%	4%	-1%	-22%	5%	1%	-5%[46.1 µM]	10
CC1CN(C(=O)c2cc(S(=O)(=O)N3CCN(c4ccccc4)CC3)ccc2Cl)CC(C)O1 (configuration not stated)	-31%	-1%	2%	-1%	-3%	4%	-14%	9%	0%	-18%	-28
COc1cccc(NC(=O)COc2c(F)c(F)c(C(F)(F)F)c(F)c2F)c1	-11%	0%	-2%	-2%	-3%	0%	14%	0%	-5%	4%[46.1 µM]	5
COc1ccc(/C(C)=N/Nc2cccc(C(=O)O)c2)cc1OC	18%	-1%	11%	-5%	-3%	?	?	2%	4%	-2%	12
O=C(CSc1nnc(CNC(=O)c2ccc(F)cc2)o1)NCc1ccccc1	3%	1%	-11%	-2%	-2%	0%	-1%	-1%	0%	-7%	18
Cc1ccc(C(=O)OCC(=O)NCc2ccco2)cc1	-12%	-21%	-4%	-5%	.	?	13%	-5%	-2%	0%	0
COc1ccc([C@@H]2CC=C(C(=O)O)[C@H](c3ccc(C)cc3)N2S(=O)(=O)c2ccccc2C)cc1	-17%	-8%	-18%	-9%	5%	7%	-7%	.	3%	-3%	-9
Cc1nnc(SCC(=O)NC2CCCc3ccccc32)n1-c1ccccc1 (configuration not stated)	-24%	-2%	-4%	0%	2%	-1%	-1%	-4%	-4%	-2%[46.1 µM]	5
CCn1ccnc1CN(C)Cc1cn[nH]c1-c1ccc(OC)c(F)c1	10%	6%	10%	4%	-5%	-4%	?	0%	5%	1%	0
COc1ccc(-c2csc(NC(=O)CS(=O)(=O)c3ccccc3)n2)cc1	-9%	-13%	1%	-1%	-8%	-1%	?	8%	-15%	0%	1
O=C(Cc1ccc(S(=O)(=O)N2CCOCC2)s1)Oc1ccc(F)cc1	-18%	-8%	16%	1%	7%	2%	?	2%	1%	-9%	5
O=C(NCc1ccccc1OC(F)(F)F)C1CCC(=O)N(Cc2ccccn2)C1 (configuration not stated)	0%	1%	0%	-3%	0%	-4%	-5%	-8%	2%	-4%	-3
O=C(CN1CCN(Cc2ccc3c(c2)OCO3)CC1)N1CCc2[nH]c3ccccc3c2C1	.	1%	10%	.	-3%	0%	?	-1%	.	.	-11
O=C(OCc1nnc(-c2ccc([N+](=O)[O-])cc2)o1)c1ccc(F)c(S(=O)(=O)N2CCOCC2)c1	30%	3%	-17%	-7%	6%	0%	7%	3%	-2%	5%	0
O=C(CCCN1C(=O)c2ccccc2C1=O)Nc1nncs1	17%	1%	-1%	0%	1%	3%	14%	-2%	-1%	-15%	-7
CCN(CC)S(=O)(=O)c1ccc(N/N=C(\C)c2ccncc2)nc1	13%	1%	8%	-2%	0%	?	-3%	0%	-1%	3%	4
Cc1nc2cc(C(=O)NCc3cccnc3)ccc2n1-c1ccc(F)cc1F	-11%	8%	6%	-4%	-1%	-8%	?	3%	4%	0%	5
CCC(=O)Nc1ccc(C(=O)OCC(=O)c2ccc(C)c([N+](=O)[O-])c2)cc1	-7%	-6%	-9%	0%	1%	?	7%	2%	0%	5%	-19
C/C(CC(=O)NC(C)(C)C)=N\NC(N)=S	?	-4%	0%	0%	-1%	-17%	11%	-2%	5%	1%	-3
COc1cccc(C(=O)OC2CCN(C)CC2)c1	?	1%	2%	-3%	6%	?	4%	-1%	5%	.	-4
Cc1ccc(OCC(=O)Nc2ccc3c(c2)nc(CCN2CCN(C)CC2)n3C)cc1	-39%	0%	0%	-4%	-4%	6%	-9%	-3%	6%	-1%	-7
COc1ccc(S(=O)(=O)NNC(N)=S)cc1	-10%	2%	8%	-5%	3%	1%	11%	0%	5%	3%	3
CCCc1nnc(NC(=O)CCC(=O)NC2CCCCC2)s1	29%	8%	1%	-2%	0%	3%	15%	-9%	0%	1%	24
Cc1ccccc1N(CC(=O)NCc1ccco1)C(=O)CCC(=O)Nc1nccs1	3%	2%	-1%	-2%	8%[11.5 µM]	5%	13%	-5%	-1%	2%	-4
CCCC(=O)Nc1cccc(C(=O)Nc2ccccc2OCC)c1	.	2%	4%	.	0%	0%	?	1%	.	.	-6
CCC(=O)Nc1cccc(-c2csc(-c3ccccc3)n2)c1	-2%	-3%	-8%	3%	9%	-16%	-3%	?	3%	0%[46.1 µM]	6
O=C1c2ccccc2C(O)(c2ncc[nH]2)N1CCc1ccccc1 (configuration not stated)	18%	-2%	-3%	-7%	2%	7%	5%	-3%	-1%	-6%	1
CCOC(=O)C1(CCCc2ccccc2)CCN(C(=O)CCN2CCCCC2=O)CC1	-15%	-2%	-7%	2%	5%[11.5 µM]	0%	-17%	-10%	2%	6%	-4
COC(=O)C(Cc1ccc(O)cc1)NC(=O)NC12CC3CC(CC(C3)C1)C2 (configuration not stated)	27%	-3%	8%	-6%	10%	3%	4%	0%	1%	.	-11
O=C(CCc1nnc(CCCCc2ccccc2)o1)NCCn1cccn1	0%	4%	7%	2%	-6%	-4%	6%	-4%	0%	11%	4
Cc1ccc(-n2c(C)cc(C3N=C(N)Nc4nc5ccccc5n43)c2C)c(C)c1 (configuration not stated)	-52%	0%	0%	5%	1%	-15%	-9%	13%	-23%	-4%	4
COc1ccc(S(=O)(=O)NNC(=O)Nc2ccccc2OC)c(OC)c1	-13%	-8%	1%	-9%	1%	0%	12%	-2%	5%	-10%	15
O=c1c(Cl)c(NCCCO)cnn1-c1nc2ccccc2[nH]1	-45%[inhibitor]	-3%	15%	-9%	-6%	?	?	-17%	1%	-5%	-13
CCn1c(SCC(=O)N2CCCC2)nc2ccccc2c1=O	-24%	-4%	-4%	-1%	-5%	?	0%	-1%	-1%	2%	3
